# Source: PubChem BioAssay
# HDAC3 inhib = HDAC3 deacetylase inhibitors, primary screen, biochemical, fluorescence, cell-free homogeneous; AID 2718, 2010; recombinant HDAC3, fluorogenic peptide/trypsin coupled; inhibition, % at 8.3 µM; hit rate 0.15% among 320,000; Histone deacetylase 3 (Homo sapiens), O15379; in the data active = inhibition above about 26%, passing the limit was not always enough
# SKKanGAS inh = S. pyogenes SKKanGAS growth inhibitors in kanamycin, primary screen, streptokinase expression inhibitor project, SKKanGAS strain, BacTiter-Glo luminescence; 6 h; inhibition, % at 7.5 µM; hit rate 1.3% among 300,000;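 active = mean replicate score, as percent of positive control median, at least 50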;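 also: strain carries kanamycin resistance gene driven by streptokinase promoter and grows in 40 µg/ml kanamycin; loss of luminescence reflects streptokinase promoter inhibition or plain growth inhibition; 0% = median of DMSO wells and 100% = positive control at its reference dose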
# RGS4 block = RGS4 inhibitors, primary screen, cell-based, HEK293 M3R inducible RGS4, calcium flux; hit rate 0.45% among 310,000; Fluo-4 calcium flux; stronger effect = higher value; triggered by carbachol at its EC20; Regulator of G-protein signaling 4 (Homo sapiens), P49798; B-score at 10 µM; AID 463165, 2010;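 active = B-score, a plate-corrected calcium signal, over three deviations above library mean, with baseline fluorescence within five deviations of library mean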;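 also: RGS4 expression induced by doxycycline in cells with stable M3 receptor; B-score is computed from the integrated fluorescence ratio over baseline after carbachol; higher B-score means a larger calcium signal and so more RGS4 inhibition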
# MrgX1 antagonist = antagonists of human MrgX1 receptor, primary screen, HEK293 cells, Fluo-4 calcium flux. Mas-related G-protein coupled receptor member X1 (Homo sapiens), Q96LB2. BAM8-22 antagonism; stronger effect = lower value. B-score at 10 µM. hit rate 1.3% among 310,000;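 active = calcium-response B-score plate-corrected more than 3 library SD below zero, starting fluorescence within 5 deviations, no agonist response on first addition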;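 also: peak minus trough fluorescence over baseline after final BAM8-22 challenge near maximal dose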
# TRPC6 inhibitor = mouse TRPC6 channel inhibitors, primary screen, cell-based, HEK293, membrane potential dye; ACh-evoked depolarization; stronger effect = lower value; hit rate 1.1% among 310,000; B-score at 10 µM; Short transient receptor potential channel 6 (Mus musculus), Q61143;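 active = B-score under library mean minus 3 SD, initial fluorescence not abnormally high, positive integrated signal ratio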;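 also: B-score derived from integrated fluorescence ratio over the kinetic read; more negative B-score means stronger inhibition of depolarization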
# RGS4 act = RGS4 potentiators or activators, primary screen, cell-based, HEK293 M3R inducible RGS4, calcium flux; carbachol calcium flux Fluo4; stronger effect = lower value; B-score at 10 µM; hit rate 0.92% among 310,000;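 active = B-score of the integrated calcium signal more than 4 SD below the library mean, with starting fluorescence not abnormally high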;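 also: negative B-score means reduced calcium response which marks RGS4 activation or potentiation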
#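 Also added: carbachol at ECmax as muscarinic agonist stimulus; Assay system: HEK293 cells with stable M3R and inducible RGS4; Timing: overnight RGS4 induction, 30 min dye load 37 °C, 20 min compound RT; Measured by: Fluo4-AM (2 µM) calcium-flux fluorescence, kinetic read.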
# MrgX1 allo act = positive allosteric modulators of MrgX1, primary screen, HEK293 cells, Fluo-4 calcium flux. hit rate 0.63% among 310,000. B-score at 10 µM. FDSS; stronger effect = higher value;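 active = plate-corrected calcium response at least 3 library SD above typical, normal starting fluorescence, not activating the receptor alone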;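 also: compound read alongside a low EC10 to EC30 dose of BAM8-22 agonist; peak minus trough fluorescence over baseline measured at the second addition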
# MrgX1 agonist = agonists of human MrgX1 receptor, primary screen, HEK293 cells, Fluo-4 calcium flux. Mas-related G-protein coupled receptor member X1 (Homo sapiens), Q96LB2. Fluo-4 calcium fluorescence, agonist mode; stronger effect = higher value. B-score at 10 µM. hit rate 0.44% among 310,000. AID 588627, 2011;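 active = calcium response B-score plate-corrected fluorescence ratio at least 3 library SD, with starting fluorescence B-score inside 5 SD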
#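 Material – MrgX1-expressing HEK293 cells · Input – 15,000 cells seeded per well · Dosing – compound as first of three additions · Times – overnight seeding, then 1 h dark dye loading · Measured by – kinetic Fluo-4 NW fluorescence of intracellular calcium · Read-out – B-scored fluorescence response ratio · Benchmarks – positive and negative control wells on each plate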
# ANO1 block = TMEM16A chloride channel inhibitors, primary screen, cell-based, HTS; Anoctamin-1 (Mus musculus), Q8BHY3; HEK293 TMEM16A/YFP iodide influx fluorescence, ionomycin; normalized B-score (activity score, 25-100; higher = stronger inhibition) at 10 µM; hit rate 1.2% among 310,000;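 active = ratio plate-corrected score three or more library SD toward inhibition, starting fluorescence score within five deviations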;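 also: score derived from kinetic fluorescence span divided by baseline fluorescence per well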
# Target sequence (Q8BHY3 whole entry, looked up): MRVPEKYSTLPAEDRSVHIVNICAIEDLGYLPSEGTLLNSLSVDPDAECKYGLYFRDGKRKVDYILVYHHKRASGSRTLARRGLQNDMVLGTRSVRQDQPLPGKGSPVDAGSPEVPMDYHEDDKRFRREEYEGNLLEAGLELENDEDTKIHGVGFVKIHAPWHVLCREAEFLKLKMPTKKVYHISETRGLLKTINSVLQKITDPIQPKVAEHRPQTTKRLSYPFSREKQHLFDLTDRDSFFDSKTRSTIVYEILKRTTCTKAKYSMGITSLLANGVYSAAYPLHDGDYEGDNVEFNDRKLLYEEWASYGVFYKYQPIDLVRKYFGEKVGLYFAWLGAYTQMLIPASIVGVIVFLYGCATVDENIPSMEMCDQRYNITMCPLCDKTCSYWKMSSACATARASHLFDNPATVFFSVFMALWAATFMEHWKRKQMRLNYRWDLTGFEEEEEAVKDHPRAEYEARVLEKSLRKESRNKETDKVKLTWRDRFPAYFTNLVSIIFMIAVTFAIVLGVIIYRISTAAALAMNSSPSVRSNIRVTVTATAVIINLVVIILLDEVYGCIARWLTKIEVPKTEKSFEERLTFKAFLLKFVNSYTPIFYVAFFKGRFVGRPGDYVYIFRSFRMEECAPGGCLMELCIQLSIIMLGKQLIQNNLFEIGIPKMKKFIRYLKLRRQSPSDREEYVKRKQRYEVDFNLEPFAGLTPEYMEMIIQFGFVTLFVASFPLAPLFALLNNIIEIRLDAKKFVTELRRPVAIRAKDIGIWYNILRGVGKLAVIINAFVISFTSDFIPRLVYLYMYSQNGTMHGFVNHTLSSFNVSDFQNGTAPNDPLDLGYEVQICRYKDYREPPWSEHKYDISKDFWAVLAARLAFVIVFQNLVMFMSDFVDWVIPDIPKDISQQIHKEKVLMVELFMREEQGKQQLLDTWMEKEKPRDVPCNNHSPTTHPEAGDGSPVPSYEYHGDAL
# TMEM16A act = TMEM16A chloride channel activators or potentiators, primary screen, cell-based, HTS. hit rate 0.3% among 340,000. B-score at 10 µM. AID 623877, 2012. HEK293 TMEM16A/YFP-H148Q/I152L, iodide quench fluorescence; stronger effect = lower value;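 active = fluorescence-ratio B-score plate-corrected deviation score at least 3 library SD below zero, with starting fluorescence score within 5 deviations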;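 also: channel opened by trigger with iodide after compound preincubation; score built on the fluorescence ratio of max minus min over baseline; more negative score means more quench and so TMEM16A activation or potentiation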
# TRPC6 activator = mouse TRPC6 channel activators, primary screen, cell-based, HEK293, membrane potential dye. Short transient receptor potential channel 6 (Mus musculus), Q61143. HEK293-TRPC6 membrane potential dye fluorescence; stronger effect = higher value. B-score at 10 µM. hit rate 0.13% among 310,000. AID 2550, 2010;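 active = B-score of the integrated fluorescence ratio above library mean plus 3 SD, and starting fluorescence ratio within library mean plus 5 SD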;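 also: higher score means more depolarization so channel activation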
# The depositor's hits bear a star; i = inactive; . = no result given; & = joins results of further samples; ! = repeats disagree.
SMILES,HDAC3 inhib,SKKanGAS inh,RGS4 block,MrgX1 antagonist,TRPC6 inhibitor,RGS4 act,MrgX1 allo act,MrgX1 agonist,ANO1 block,TMEM16A act,TRPC6 activator
CC1CCC(C(C)C)C(OC(=O)Cn2c(-c3ccc(Br)cc3)[n+](C)c3ccccc32)C1 (stereo unspecified),7&5,10&14,i,-6*!,i,-11*,i,i,i,i,i
CC1(C)COC(c2cc([N+](=O)[O-])ccc2Cl)=N1,.,1,i,i,i,i,i,i,i,i,i
O=C(COC(=O)CCCN1C(=O)c2ccccc2C1=O)Nc1cc(Cl)cc(Cl)c1,-6,-13,i,i,i,i,i,i,i,i,i
COC(=O)c1ccc2ccccc2c1OC1OC(CO)C(O)C(O)C1NC(C)=O (stereo unspecified),-3,-2,i,i,i,i,i,i,i,i,i
O=C(COC(=O)c1cncc(Br)c1)Nc1nnc(-c2ccccc2)o1,-5,10,i,i,i,i,i,i,i,i,i
COc1cc(C)ccc1OCc1cc(C(=O)N2C[C@H]3CC[C@H]2C3)no1,7,0,i,i,i,i,i,i,i,i,i
CC(=O)Oc1ccc(C)cc1N1C(=O)c2ccc(C(=O)O)cc2C1=O,-6,0,i,i,i,i,i,i,i,i,i
C#CCN1C(=O)C(O)(CC(=O)c2ccc3c(c2)OCCO3)c2ccccc21 (stereo unspecified),6,-2,i,i,i,i,i,i,i,i,i
Cc1cc2c(cc1S(=O)(=O)N1CCCC1)n(C)c(=O)c(=O)n2C,-3,-7,i,i,i,i,i,i,i,i,i
CCC(C)N1CCN(S(=O)(=O)c2ccc(NC(C)=O)cc2)CC1 (stereo unspecified),-3,-3,i,i,i,i,i,i,i,i,i
COc1cccc(C(=O)Nc2cc(C(=O)NCc3ccc(C)cc3)ccc2N2CCC3(CC2)CC(c2ccccc2)=NO3)c1,11,13,i,i,i,i,i,i,i,i,i
O=C(COC(=O)C12CC3CC(CC(C3)C1)C2)Nc1ncc(Cl)cc1Cl,2,0,i,i,i,i,i,i,i,i,i
O=C(c1ccccc1)c1ccccc1C(=O)N1CCN(C(=O)c2ccccc2)CC1,0,-3,i,i,i,i,i,i,i,i,i
COc1ccc2c(C)cc(SCc3c(C)noc3C)nc2c1,-4,-7,i,i,i,i,i,i,i,i,i
CCOC(=O)N1CCN(Cc2nc3ccc([N+](=O)[O-])cc3c(=O)n2-c2ccc(OC)cc2OC)CC1,-5,4,i,i,i,i,i,i,i,i,i
CC1(CCc2ccccc2)NC(=S)N(c2ccccc2)N1 (stereo unspecified),1,1,i,i,i,i,i,i,i,i,i
COc1ccc(NC(=O)CCC(=O)OCC(=O)c2ccc(Oc3ccc([N+](=O)[O-])cc3)cc2)cc1,-5,-2,i,i,i,i,i,i,i,i,i
O=C(Nc1ccc(Cl)cc1)c1csc(Cc2ccccc2)n1,5,-13,i,i,i,i,i,i,25*,i,i
CC(C(=O)NCc1ccccc1)N1C(=O)c2ccccc2C1=O (stereo unspecified),-4,0,i,i,i,i,i,i,i,i,i
O=C1CCC(C(=O)N2CCCCO2)CN1Cc1cccc(F)c1 (stereo unspecified),0,-4,i,i,i,i,i,i,i,i,i
CCC(C)Oc1cccc(OCCCCN2C(=O)NC(C)(C)C2=O)c1 (stereo unspecified),-1,-1,i,i,i,i,i,i,i,i,i
COc1cccc(NC2SC(=O)N(c3ccccc3)C2=O)c1 (stereo unspecified),5,-1,i,i,i,i,i,i,i,i,i
COC(=O)C1=C(C)Nc2nc(SCc3ccccc3)[nH]c(=O)c2C1c1cccs1 (stereo unspecified),-1,11,i,i,i,i,i,i,i,i,i
CCN(CC)C(=O)Oc1ccc(Br)c2ccccc12,5,2,i,i,i,i,i,i,i,i,i
CCOC(=O)c1c(C)oc2c1c(C=NCCC(=O)O)c(O)c1ccccc12,-2,26,i,i,i,i,i,i,i,i,i
Cc1cc(/C=N/NC(=O)c2ccncc2)c(C)n1-c1cccc(C(F)(F)F)c1,4,5,i,i,i,i,i,i,i,i,i
CCn1c(SCC(=O)Nc2ccccc2)nnc1-c1ccc(S(=O)(=O)N2CCOCC2)cc1,2,-1,i,i,i,i,i,i,i,i,i
CCOC(=O)C1(Cc2cccc(Cl)c2)CCCN(C(=O)c2occc2C)C1 (stereo unspecified),10,-3,i,i,i,i,i,i,i,i,i
O=c1nc(SCc2ccc(Cl)cc2)nc(-c2ccccc2)[nH]1,3,-3,i,i,i,i,i,i,i,i,i
O=c1[nH]c2ccc(F)cc2[nH]c1=O,6,-4,i,i,i,i,i,i,i,i,i

# At a glance, part of the list above:
SMILES,HDAC3 inhib,SKKanGAS inh,RGS4 block,MrgX1 antagonist,TRPC6 inhibitor,RGS4 act,MrgX1 allo act,MrgX1 agonist,ANO1 block,TMEM16A act,TRPC6 activator
O=c1nc(SCc2ccc(Cl)cc2)nc(-c2ccccc2)[nH]1,3,-3,i,i,i,i,i,i,i,i,i
O=c1[nH]c2ccc(F)cc2[nH]c1=O,6,-4,i,i,i,i,i,i,i,i,i

# Other structures follow:
SMILES,HDAC3 inhib,SKKanGAS inh,RGS4 block,MrgX1 antagonist,TRPC6 inhibitor,RGS4 act,MrgX1 allo act,MrgX1 agonist,ANO1 block,TMEM16A act,TRPC6 activator
O=c1[nH]c(-c2ccccc2)c(-c2ccccc2)nc1[N+](=O)[O-],5,10,i,i,i,i,i,i,i,i,12*
COc1ccc(C2C3=C(Nc4ncnn42)c2ccccc2CCC3)cc1 (stereo unspecified),6,2,i,i,i,i,i,i,i,i,i
CC1CC(C)CN(c2ccc(C(=O)OCC(=O)NC3CCCc4ccccc43)cc2[N+](=O)[O-])C1 (stereo unspecified),0,9,i,i,i,i,i,i,i,i,i
COCC(=O)Nc1nc2n(n1)C(c1ccc(Cl)cc1)CC(c1ccc(OC)cc1)N2 (stereo unspecified),-16,-3,i,i,i,i,i,i,i,i,i
CCNC(=S)N/N=C/c1c(C)nn(-c2cccc(Cl)c2)c1Cl,6,-16,i,i,i,i,i,i,i,i,i
CCOc1ccccc1Oc1cn[nH]c1-c1ccc(OCC(=O)NN)cc1O,-4,16,i,i,i,i,i,i,i,i,i
N#CC1=C2SCC(O)(c3ccccc3)N2C(=O)CC1c1ccccc1 (stereo unspecified),-3,18,i,i,i,i,i,i,100*,i,i
Cc1ccc(N(CC(=O)NCc2ccccc2Cl)S(=O)(=O)c2cccs2)cc1,7,1,i,i,i,i,i,i,i,i,i
Cn1c(=O)c2c(nc(SCC(=O)N3CCc4ccccc4C3)n2C)n(C)c1=O,-8,4,i,i,i,i,i,i,i,i,i
Oc1ccc[n+](CC(O)c2ccccc2)c1 (stereo unspecified),1,16,i,i,i,i,i,i,i,i,i
COc1cc(C2CC(=O)c3cnc(N4CCN(Cc5ccccc5)CC4)nc3C2)cc(OC)c1OC (stereo unspecified),0,-1,i,i,i,i,i,i,i,i,i
Cc1cccc(OCC(O)Cn2c(NCc3cccnc3)nc3c2c(=O)[nH]c(=O)n3C)c1 (stereo unspecified),-1,-4,i,i,i,i,i,i,i,i,i
Cc1ccc2ccc(C3C(=O)c4ccccc4C3=O)nc2c1,-2,-2,i,i,i,i,i,i,i,i,i
Cc1sc2nc(SCC(=O)NCc3ccco3)[nH]c(=O)c2c1C,-3,.,.,i,.,.,i,i,i,i,.
Cc1cc(C(=O)CSc2nc3ccccc3n2CCC#N)c(C)n1Cc1cccs1,8,0,i,i,i,i,i,i,i,i,i
CC(C)(C)SCCNC(=O)CN(c1ccc(F)cc1)S(=O)(=O)c1ccccc1,1,-17,i,i,i,i,i,i,i,i,i
CC(=O)N1CCC(=NNC(=O)c2cc3ccccc3cc2O)CC1,3,10,i,i,i,i,i,i,i,i,i
Cc1ccc(C)c(S(=O)(=O)NCCCN2CCOCC2)c1,-3,0,i,i,i,i,i,i,i,i,i
COc1ccc(CNC(=O)c2cccnc2Sc2ccc(C)c(C)c2)cc1,.,-1,i,i,i,i,i,i,i,i,i
CN(c1ccc(C(=O)NCc2ccco2)cc1)S(C)(=O)=O,-2,0,i,i,i,i,i,i,i,i,i
COc1cccc(C2CC(C(F)(F)F)n3nc(C(=O)NCc4cccnc4)cc3N2)c1 (stereo unspecified),1,5,i,i,i,i,i,i,i,i,i
Cc1ccccc1S(=O)(=O)Cc1ccc(C(=O)N2CCN(c3ncccn3)CC2)o1,0,-13,i,i,i,i,i,i,i,i,i
CCCNC(=O)N1CCC(C(=O)c2ccc(F)cc2)CC1,1,-8,i,i,i,i,i,i,i,i,i
Cc1cc(C)c2nc(N3CCC(C(=O)NCCCN4CCCC4=O)CC3)sc2c1,1,-2,i,i,i,i,i,i,i,i,i
CCOCCNC(=O)c1ccccc1C(=O)NCCOCC,-3,-20,i,i,i,i,i,i,i,i,i
Cc1ccc(S(=O)(=O)n2c(=O)oc3ccccc32)cc1,6,2,i,i,i,i,i,i,i,i,i
COc1cccc(/C(O)=C/C(=O)C(=O)Nc2ccc(S(=O)(=O)NC(C)=O)cc2)c1,.,6,i,i,i,i,i,i,i,i,i
CCNC(=O)CC1C(=O)N(c2ccc(F)cc2)C(=O)N1Cc1ccc(OC)cc1 (stereo unspecified),2,-5,i,i,i,i,i,i,i,i,i
Cc1cccc(C(=O)N[C@H](C(=O)Nc2nnc(C3CC3)s2)C(C)C)c1,0,-8,i,i,i,i,i,i,i,i,i
O=S(=O)(/N=C(\Sc1ccccc1)c1ccccc1)c1ccc(Cl)cc1,-1,-7,i,i,i,i,i,i,i,i,i
CCOc1ccc(C2N(c3cc(Cl)ccc3OC)C(=O)C3CCCN32)cc1OC (stereo unspecified),-4,-1,i,i,i,i,i,i,i,i,i
COc1ccc(CCn2nnnc2C(CC(C)C)N2CCC(C(N)=O)CC2)cc1OC (stereo unspecified),3,1,i,i,i,i,i,i,i,.,i
